Screening results (PubChem BioAssay)
GalR3 antagonist: GalR3 antagonists in HEK293 cells, primary screen, cell-based, fluorescence readout; Galanin receptor type 3 (Homo sapiens), O60755; HEK293 GalR3-CNG cAMP membrane potential fluorescence; galR3 body fused to GalR1 C-terminus; inhibition, % at 3 µM; 0.44% of 360,000 active; AID 651719, 2012;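 active = inhibition above the screen-wide average plus 3 SD, cut at about 13% in these data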;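 note: forskolin and galanin both at EC90 stimulate the cells; cAMP rise reported by CNG channel membrane potential dye signal; 0% = forskolin plus galanin with DMSO and 100% = forskolin alone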
PHOSPHO1 inh: PubChem AID 1565 | recombinant PHOSPHO1, absorbance phosphatase assay | Phosphoethanolamine/phosphocholine phosphatase (Homo sapiens), Q8TCT1 | inhibition, % at 13.3 µM | 1.1% of 290,000 active; in the data active = inhibition above about 60%
Target sequence (Q8TCT1 whole entry, looked up): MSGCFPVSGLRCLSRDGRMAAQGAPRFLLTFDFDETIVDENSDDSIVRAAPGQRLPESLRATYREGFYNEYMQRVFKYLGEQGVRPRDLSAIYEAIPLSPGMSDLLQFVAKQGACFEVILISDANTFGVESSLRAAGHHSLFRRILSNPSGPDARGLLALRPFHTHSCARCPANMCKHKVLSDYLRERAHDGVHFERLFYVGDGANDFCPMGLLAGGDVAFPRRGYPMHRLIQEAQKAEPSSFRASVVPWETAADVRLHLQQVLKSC
OXTR agonist: human OXTR agonists, primary screen, fluorescence, CHO-OTR cells, Fluo-8 calcium; activation, % at 3 µM; 0.32% of 320,000 active; Fluo-8 calcium fluorescence; normalized: DMSO 0%, oxytocin 100%; Oxytocin receptor (Homo sapiens), P30559;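 active = activation above the mean of all tested compounds plus 3 SD, cutoff set per screening run, cut at about 20% in these data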;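 note: peak over basal fluorescence ratio from a 100 s FLIPR kinetic read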
Target sequence (P30559 whole entry, looked up): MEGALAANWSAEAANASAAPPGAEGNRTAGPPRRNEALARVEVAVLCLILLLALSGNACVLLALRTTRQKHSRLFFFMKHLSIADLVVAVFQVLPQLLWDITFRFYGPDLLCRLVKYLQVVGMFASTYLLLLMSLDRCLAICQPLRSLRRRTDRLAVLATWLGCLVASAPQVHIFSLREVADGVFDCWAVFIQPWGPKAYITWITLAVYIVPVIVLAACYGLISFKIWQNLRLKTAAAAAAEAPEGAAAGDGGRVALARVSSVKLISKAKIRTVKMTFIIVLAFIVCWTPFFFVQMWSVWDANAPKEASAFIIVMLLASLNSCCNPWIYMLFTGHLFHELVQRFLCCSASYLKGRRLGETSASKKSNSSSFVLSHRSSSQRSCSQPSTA
DNA FID counter: compounds displacing fluorescent DNA intercalator, primary screen, artefact control for HCV NS3 helicase inhibitor project, biochemical, FID fluorescence. DNA fluorescent intercalator displacement. inhibition, % at 7.9 µM. 0.17% of 290,000 active. AID 1845, 2009; in the data active = inhibition above about 37%;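 note: 0% = vehicle and 100% = reference compound; higher means more ethidium bromide displaced from hairpin DNA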
GPR7 antagonist: GPR7 receptor antagonists, primary screen, cell-based, fluorescence, single concentration | inhibition, % at 4.4 µM | 1.1% of 290,000 active | AID 1861, 2009 | GPR7-expressing cells, fluorescence antagonist assay; in the data active = inhibition above about 16%, passing the limit was not always enough;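 note: cells stimulated with the agonist NPW; 0% = agonist with vehicle and 100% = vehicle without agonist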
Target sequence (P48145 whole entry, looked up): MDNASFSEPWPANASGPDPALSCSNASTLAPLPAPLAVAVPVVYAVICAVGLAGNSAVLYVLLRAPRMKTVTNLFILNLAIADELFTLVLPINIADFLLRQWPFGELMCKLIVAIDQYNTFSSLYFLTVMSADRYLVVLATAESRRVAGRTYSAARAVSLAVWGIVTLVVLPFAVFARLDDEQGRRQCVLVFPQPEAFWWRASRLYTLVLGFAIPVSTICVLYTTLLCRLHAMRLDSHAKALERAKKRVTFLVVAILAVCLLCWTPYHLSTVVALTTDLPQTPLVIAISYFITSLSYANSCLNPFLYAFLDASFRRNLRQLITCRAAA
IMP-1 inhibitor: IMP-1 metallo-beta-lactamase inhibitors, primary screen, biochemical, epi-absorbance readout, Pseudomonas aeruginosa enzyme; purified IMP-1, nitrocefin hydrolysis, epi-absorbance fluorescence; inhibition, % at 5.6 µM; 0.45% of 290,000 active; AID 1556, 2009;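 active = inhibition above the mean plus 3 SD of all compounds in the same screening run, cut at about 4.5% in these data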;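 note: 0% = IMP-1 with DMSO and 100% = DMSO wells lacking enzyme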
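System – purified recombinant IMP-1 beta-lactamase · Input – IMP-1 dispensed at 0.2 nM · Timing – 15 min preincubation plus 25 min reaction at 25 °C · Signal – Epi-absorbance fluorescence, 480 nm excitation, 530 nm emission · Measure – percent IMP-1 inhibition derived from blank-referenced optical density · Controls – Enzyme-plus-DMSO low control, enzyme-free DMSO high control · Replication – singlicate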
V1aR counter: agonists of human V1a receptor, primary screen, counter-screen for OXTR agonist project, fluorescence, CHO-V1R cells. 0.25% of 320,000 active. AID 2797, 2010. Vasopressin V1a receptor (Homo sapiens), P37288. Fluo-8 calcium fluorescence, agonist mode; 0% DMSO, 100% 3 nM vasopressin. activation, % at 3 µM;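 active = activation above the mean activation of all tested compounds plus 3 SD, per screening run, cut at about 20% in these data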;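 note: signal is peak over basal fluorescence ratio across a 100 second FLIPR read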
NS3 helicase inh: inhibitors of HCV NS3 helicase, primary screen, biochemical, Cy5 molecular beacon fluorescence; 0.56% of 290,000 active; Hepatitis C virus NS3 helicase; inhibition, % at 10.9 µM; NS3 helicase DNA unwinding; AID 1800, 2009;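 active = inhibition above the mean of all tested compounds plus 3 SD, set per campaign, cut at about 35% in these data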;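 note: 0% = DMSO wells and 100% = thioflavine S control wells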
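Assay system – hepatitis C virus NS3 helicase domain fragment enzyme · Buffer or medium – MOPS pH 6.5, MgCl2, DTT, Tween20, BSA · Reagent – Cy5/quencher beacon DNA duplex and ATP to start · Compound – single 10.9 µM dose · Timing – 1 h at 25 °C · Technique – Cy5 beacon fluorescence read at start and 1 h · Measure – % inhibition of unwinding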
VIM-2 inhibitor: VIM-2 metallo-beta-lactamase inhibitors, primary screen, biochemical, epi-absorbance readout, Pseudomonas aeruginosa enzyme; purified VIM-2, nitrocefin hydrolysis, epi-absorbance fluorescence; inhibition, % at 5.6 µM; 0.89% of 290,000 active;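 active = inhibition above the mean of all tested compounds plus 3 SD, cutoff set per screening run, cut at about 7.5% in these data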;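 note: red hydrolysis product quenches plate fluorescence so inhibitors raise well fluorescence; 0% = enzyme with DMSO and 100% = DMSO without enzyme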
Numbers without * were called inactive; nt = not tested or not shown.

SMILES	GalR3 antagonist	PHOSPHO1 inh	OXTR agonist	DNA FID counter	GPR7 antagonist	IMP-1 inhibitor	V1aR counter	NS3 helicase inh	VIM-2 inhibitor
Cc1cc(=O)oc2cc(OCC(=O)NCc3ccncc3)ccc12	-5	-7	1.2	1	2	-3.2	0.9	-2	2.5
COc1ccc(C(=O)NCCc2c[nH]c3ccccc23)cc1[N+](=O)[O-]	-3	29	4.0	5	18	-2.9	3.6	2	-0.5
Cc1cccc(C(=O)c2ccccc2C(=O)O)c1O	-2	50	-0.8	-9	7	-0.5	-0.3	11	22*
Cc1ncsc1CCOC(=O)C1C2CC3CC(C2)CC1C3 (stereo not given)	-5	-12	-1.5	-7	-3	-2.0	2.0	-5	-1.9
O=C(O)CCCC(=O)Nc1ccc(C(=O)N2CCCCC2)c(Cl)c1	-1	7	0.0	1	-10	-5.2	1.5	7	-3.0
O=[N+]([O-])c1cc([N+](=O)[O-])c(Oc2cncc(Cl)c2)cc1NC1CCCCCCC1	-7	-7	-0.4	-3	3	-1.9	-0.5	3	-0.2
O=C(Cn1c(=O)oc2cc(S(=O)(=O)N3CCCCCC3)ccc21)NC1CCCCC1	-2	-11	0.1	nt	nt	nt	0.8	nt	nt
CC(C)NC(=O)N(Cc1ccc(Cl)cc1)Cc1cccs1	1	34	-2.2	-27	-13	-0.7	-2.4	5	-2.4
O=C(Cc1cccc2ccccc12)Nc1nnc(-c2cccc([N+](=O)[O-])c2)s1	nt	-6	-1.4	5	-8	1.1	0.0	9	-1.8
Cn1c(CNC2CCCCC2)nc2ccccc21	-3	28	-0.1	2	-8	-3.0	0.6	25	-4.0
CC(=O)N1CCC(=NNc2ncc(C(F)(F)F)cc2Cl)CC1	-7	20	-2.0	-6	-18	-3.2	-0.6	5	-2.3
COc1ccc(CCNC(=O)Cn2c(=O)n(CC3CCCO3)c(=O)c3ccccc32)cc1OC (stereo not given)	3	20	0.0	0	0	-0.8	-0.4	8	1.3
CCOC(=O)N1CCC(NC(=O)c2ccc(CS(=O)c3cccc(Cl)c3)o2)CC1 (stereo not given)	0	5	-0.2	-40	-7	-4.2	0.3	1	-7.3
O=C(NCc1ccon1)C1CCC(=O)N(Cc2cccc(C(F)(F)F)c2)C1 (stereo not given)	-5	32	0.1	-20	-4	-2.1	1.2	5	-1.5
COc1cc(CO)cc(Br)c1OCC(=O)N1CCCCC1	4	3	1.2	-4	-4	-2.2	-0.7	12	-0.8
O=C(Oc1ccc(NC2=NS(=O)(=O)c3ccccc32)cc1)c1cccnc1	-5	0	0.8	10	-5	-2.2	1.1	9	-2.1
O=C(NCc1ccc(Cl)cc1)c1cnn2ccccc12	5	-7	-1.3	1	-5	-1.6	-1.2	5	-3.0
COc1ccc(CNC(=O)c2cccnc2)cc1	-4	14	1.1	2	-11	-2.6	0.0	-2	-1.1
COc1nccnc1NS(=O)(=O)c1ccc(NC(=S)NC(=O)c2cccnc2)cc1	1	48	-0.1	-14	-14	-2.4	1.2	14	-4.3
O=C1CSC(=Nc2ccc(O)cc2)N1	-9	29	-0.2	-6	-7	0.6	0.2	11	-1.3
NC(=O)c1ccc(-n2nnnc2Oc2ccccc2)cc1	-1	-25	1.2	-1	3	2.5	0.3	11	-0.2
O=C(COc1ccc(F)cc1)N(Cc1ccc(Cl)cc1)C1CCS(=O)(=O)C1 (stereo not given)	-9	24	2.0	-43	5	-3.9	1.5	2	-2.3
O=C(COc1ccccc1[N+](=O)[O-])N1CCC(Cc2ccccc2)CC1	-1	-24	-1.0	-21	-7	-1.0	-0.2	-6	-0.1
COC(=O)c1ccc(C2/C(=C(/O)c3ccc4c(c3)CC(C)O4)C(=O)C(=O)N2Cc2cccnc2)cc1 (stereo not given)	nt	12	-0.9	-71	-2	-1.4	0.1	19	0.4
CC1(C)CC(CCC(=O)Nc2ccc(S(N)(=O)=O)cc2)C(=O)O1 (stereo not given)	-3	-4	0.5	1	-15	-3.6	1.3	-1	-2.9
Cc1ccc(NC(=O)CNC(C)c2ccccc2)cc1 (stereo not given)	-9	44	-0.2	6	-11	0.0	1.7	-8	0.7
CCCSc1cc(Cl)nc(N)n1	-6	20	-1.0	-6	-6	-2.9	-0.6	17	-3.6
COc1ccc(C(=O)NNC2CC(=O)N(Cc3ccccc3)C2=O)cc1OC (stereo not given)	-4	9	-0.8	-2	-5	-2.8	1.2	-5	-2.8
O=C(COc1ccc(Br)cc1Cl)N1CCN(c2ccccn2)CC1	-2	28	-0.9	-42	-4	-1.2	2.9	-6	-1.4
COc1ccc(-c2csc(NC(=O)CN3C(=O)C4CCCCC4C3=O)n2)cc1OC (stereo not given)	-3	-2	3.1	-27	-9	-2.5	4.7	-11	2.0
CN(C)S(=O)(=O)c1ccc(C(=O)Nc2ccc3ncccc3c2)cc1	-2	nt	-0.1	-10	-14	-0.1	-0.1	-4	-1.2
N#Cc1ccc(-n2nccc2-c2cnc3n(c2=O)CCS3)cc1	-2	19	2.3	-1	6	2.2	1.1	-5	-5.0
COc1ccc(S(=O)(=O)Nc2ccccc2C(=O)Nc2nc(-c3ccc(F)cc3)cs2)cc1OC	-11	4	16	-29	16	-0.9	11	-16	-0.1
CC(CCc1ccccc1)NC(=O)CN1CCN(Cc2ccc(Cl)cc2)C1=O (stereo not given)	-3	-5	0.5	-33	13	-3.3	2.6	-1	-2.9
O=C(CCNC(=O)c1ccco1)Nc1ccc(N2CCOCC2)cc1	-3	7	0.1	-1	-11	-0.1	1.6	1	0.5
CCN1CCN(C(=O)C2CCCN(c3ncnc4c3nc3n4CCCCC3)C2)CC1 (stereo not given)	4	51	2.5	-9	1	-1.2	-0.4	13	4.5
CCCCN(C(=O)c1ccc(OC(F)(F)F)cc1)c1c(N)n(CCC)c(=O)[nH]c1=O	0	53	-0.3	-9	-10	-1.7	-0.5	-4	-4.2
O=C(CSc1nc2c(c(=O)[nH]1)CCC2)Nc1ccc(F)cc1	-9	5	-0.9	-3	5	-1.6	0.3	10	-0.7
COc1ccc(C/C(N)=N/n2cnnc2)cc1Cl	-2	34	-0.1	-5	-1	-2.1	0.4	1	-3.2
Cc1ccc2cccc(OCC(=O)c3cc(C)n(Cc4ccco4)c3C)c2n1	-6	-38	1.6	-20	3	0.9	-1.0	-3	1.4
COc1cccc(-c2cc(C(=O)Nc3ccc([N+](=O)[O-])cn3)c3ccccc3n2)c1	9	-25	-1.1	2	-2	-0.8	-0.1	5	-2.9
CN(C)c1ccc(C(=S)N2CCN(S(=O)(=O)c3ccccc3)CC2)cc1	-7	28	6.2	-32	21	-1.9	-0.8	7	0.7
CC1(C2(O)CC(c3ccccc3)ON2)CCCCC1 (stereo not given)	nt	-7	-1.5	-2	-11	-0.7	-0.8	-1	-2.0
COc1ccc(O)c(/C=N/NC(=O)CCC(=O)Nc2cccc(C)c2)c1	4	47	-1.0	-10	-8	-3.0	2.7	5	-1.2
CCOc1ccc(C(C(=O)NC2CCCC2)N(Cc2ccccc2)C(=O)c2nsc(Cl)c2Cl)cc1 (stereo not given)	-12	25	-0.6	-26	7	1.8	2.4	6	0.8
O=C(CCc1ccccc1)Nc1nc2n(n1)C(c1ccccc1)CC(=O)N2 (stereo not given)	-5	1	0.9	-10	11	-1.9	0.8	-3	-2.0
Cc1ccc(C)c(N/N=C2\CCCNC2=O)c1	-7	-3	-0.8	-4	-12	-0.6	-0.1	3	1.4
COC(=O)c1cc(=O)nc2sc(-c3ccccc3)nn12	-1	7	1.0	0	-4	-3.0	0.5	-2	-1.8
O=C(Nc1ccc(S(=O)(=O)Nc2ncccn2)cc1)c1nn(Cc2ccccc2)c(=O)c2ccccc12	-4	34	-0.3	-18	-3	-1.9	-0.9	12	0.2
COc1cccc(N2CCN(C(=O)CN(c3cc(C)cc(C)c3)S(=O)(=O)c3c(C)noc3C)CC2)c1	-4	-11	-1.3	-56	4	-1.6	0.3	-30	-1.0
C/C(=N/O)c1no[n+]([O-])c1/C(C)=N\O	-4	32	0.3	-10	-1	-0.8	-1.0	-1	-1.4
COc1ccc(C(=O)N2CCN(S(=O)(=O)c3ccc(Cl)cc3)CC2)cc1OC	-5	16	1.2	-21	-2	-0.1	0.8	-3	-1.8
COc1ccc(-c2nc(CN3CCN(c4ncccn4)CC3)c(C)o2)cc1C	-5	3	-2.1	-22	-16	-2.3	-0.6	-10	0.0
CCCOc1ccc(C(=O)C(c2ccccc2)N2CCOCC2)cc1 (stereo not given)	-2	-21	-2.2	-19	7	-1.8	0.1	-7	-0.5
COc1ccc(S(=O)(=O)N2CCC(C(=O)N[C@H](C(=O)NC3CCCC3)C(C)C)CC2)cc1	-6	41	-0.9	-38	-8	-1.2	-0.1	-1	-1.0
CC(CCc1ccccc1)NC(=O)C(=O)Nc1ccccc1 (stereo not given)	0	2	-2.2	-3	-13	-1.0	-0.4	-3	-2.7
FC(F)(F)c1cccc(CN2CCSCC2)c1	-10	nt	-0.6	0	-10	0.2	0.1	-7	-1.2
Cc1c(NS(=O)(=O)c2ccc(NC3CCCC3)c([N+](=O)[O-])c2)c(=O)n(-c2ccccc2)n1C	-2	-4	-1.0	-8	-6	-0.5	0.4	-1	-1.6
Cc1sc2ncnc(N3CCCCC3)c2c1C	-7	11	-1.3	-2	-4	-4.0	0.7	-1	0.2
Cc1cc(C)nc(N2CCCC(C(=O)NC(C)C)C2)n1 (stereo not given)	-4	-5	-1.8	2	-8	0.5	-0.2	2	-2.2
Cc1cccc(-c2cc(C(=O)Nc3sc(C)c(C)c3C(N)=O)c3ccccc3n2)c1	-2	14	0.3	-2	-13	-1.9	0.8	5	0.3
O=C(O)c1ccc(N=Nc2c(O)[nH]c3ccccc23)cc1	1	-6	0.4	-8	10	0.5	-0.1	9	-0.1

Reformatted: results already given
Order of results – GalR3 antagonist | PHOSPHO1 inh | OXTR agonist | DNA FID counter | GPR7 antagonist | IMP-1 inhibitor | V1aR counter | NS3 helicase inh | VIM-2 inhibitor
CCOc1ccc(C(C(=O)NC2CCCC2)N(Cc2ccccc2)C(=O)c2nsc(Cl)c2Cl)cc1 (stereo not given)
 : -12 | 25 | -0.6 | -26 | 7 | 1.8 | 2.4 | 6 | 0.8
O=C(CCc1ccccc1)Nc1nc2n(n1)C(c1ccccc1)CC(=O)N2 (stereo not given)
 : -5 | 1 | 0.9 | -10 | 11 | -1.9 | 0.8 | -3 | -2.0
Cc1ccc(C)c(N/N=C2\CCCNC2=O)c1
 : -7 | -3 | -0.8 | -4 | -12 | -0.6 | -0.1 | 3 | 1.4
